High-throughput results: PubChem BioAssay, National Center for Advancing Translational Sciences (NCATS)
Pol iota inh = DNA polymerase iota (human) inhibition; Q9UNA4; Pol iota fluorescent replication assay, 10 min; Potency, µM (titrated, usually from 115 µM), inactives show at the top dose activity, negative = inhibition, actives largely listed as inhibitors; 390,000 compounds, 1% hits; AID 588590; note: potency is the fitted concentration of half-maximal effect
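Pol iota at 10 nM preincubated 15 min with compounds at room temperature; reaction started with fluorescent substrate, 50 nM final. Fluorescence read kinetically at 0 and 10 min; buffer-only wells as negative control.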
TRHR ag = agonists of human TRH receptor; P34981; TRHR cells, calcium flux fluo-8, FDSS agonist mode; activation, % at 2 µM; 360,000 compounds, 0.18% hits; AID 493084; in the data active = activation above about 30%; note: 0% is about no effect
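TRHR-expressing cells loaded with fluo-8 calcium dye; 23 nL library compound pin-transferred, kinetic FDSS fluorescence (Ex 480/Em 530) recorded about 180 s for agonist-induced calcium release, before a 10 nM TRH EC20 addition for potentiator mode.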
12-LOX inh = ALOX12 (human) lipoxygenase inhibition; P18054; purified 12hLO, xylenol orange hydroperoxide absorbance; Potency, µM (titrated, usually from 108 µM), for inactives: top-dose activity change, negative = inhibition, hits mostly inhibitors; 580,000 compounds, 1.1% hits; AID 1671190; note: potency is the fitted concentration of half-maximal effect; % is set by controls: 0 for no effect and ±100 for the full control effect
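Hydroperoxide product was detected by ferrous iron/xylenol orange as the 573 to 405 nm absorbance ratio. Arachidonic acid at 40 uM (final) was turned over for 30 min at room temperature by 150 nM human 12hLO, pH 7.0 Hepes buffer, after 15 min compound preincubation.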
APE1 inh = inhibitors of human APE1 endonuclease; P27695; recombinant APE1, TAMRA/BHQ-2 abasic DNA cleavage fluorescence; Potency, µM (top dose mostly 65.8 µM), inactives show at the top dose activity change, negative = inhibition, usual class: inhibitors; 350,000 compounds, 0.35% hits;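 note: potency is the fitted concentration of half-maximal effect; plate controls were vehicle for no effect and reference inhibitor for full effect; nearly all actives have a fitted effect of over 55% in size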
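Readout is kinetic fluorescence (ex 525, em 598 nm) from cleavage of 50 nM TAMRA/BHQ-2 THF abasic duplex by 0.75 nM APE1, compound added 15 min beforehand at RT.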
Pol kappa inh = DNA polymerase kappa (human) inhibition | Q9UBT6 | purified Pol kappa, fluorescent DNA synthesis assay, 10 min | 400,000 compounds, 0.53% hits | Potency, µM (titrated, usually from 107 µM), without a hit: at the top dose activity, negative = inhibition, actives largely listed as inhibitors | AID 588579; note: potency is the fitted concentration of half-maximal effect; % is set by controls: 0 for no effect and ±100 for the full control effect
Target sequence (Q9UBT6 whole entry, looked up): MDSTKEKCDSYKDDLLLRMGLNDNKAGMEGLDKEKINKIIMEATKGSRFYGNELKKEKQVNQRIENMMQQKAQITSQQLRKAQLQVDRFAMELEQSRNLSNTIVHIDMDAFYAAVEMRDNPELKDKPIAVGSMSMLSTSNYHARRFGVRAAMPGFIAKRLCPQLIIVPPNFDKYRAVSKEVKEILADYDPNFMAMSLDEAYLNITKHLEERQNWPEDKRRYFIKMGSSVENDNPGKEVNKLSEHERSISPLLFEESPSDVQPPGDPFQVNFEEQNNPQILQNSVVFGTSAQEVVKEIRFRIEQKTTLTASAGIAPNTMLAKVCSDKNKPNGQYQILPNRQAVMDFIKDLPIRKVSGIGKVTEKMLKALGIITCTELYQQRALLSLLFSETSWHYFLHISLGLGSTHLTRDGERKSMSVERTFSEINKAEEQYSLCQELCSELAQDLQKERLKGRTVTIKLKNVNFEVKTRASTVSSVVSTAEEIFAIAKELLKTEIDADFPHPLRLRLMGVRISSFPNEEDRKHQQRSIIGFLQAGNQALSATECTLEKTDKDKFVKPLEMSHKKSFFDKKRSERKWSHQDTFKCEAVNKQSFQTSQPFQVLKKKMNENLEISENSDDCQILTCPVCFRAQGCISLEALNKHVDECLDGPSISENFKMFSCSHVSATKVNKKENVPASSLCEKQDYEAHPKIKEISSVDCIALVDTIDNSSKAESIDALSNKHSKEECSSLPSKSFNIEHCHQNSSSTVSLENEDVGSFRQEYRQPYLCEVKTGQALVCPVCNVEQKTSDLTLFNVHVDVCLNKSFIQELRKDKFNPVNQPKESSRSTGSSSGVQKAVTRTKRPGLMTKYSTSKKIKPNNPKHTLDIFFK
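10 nM Pol kappa was preincubated with compounds for 15 min at room temperature. Reaction started with 50 nM (final) substrate. Fluorescence read kinetically at 0 and 10 min.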
POLB inh = inhibitors of human DNA polymerase beta; Pol beta primer extension/strand displacement, fluorescence kinetic; 340,000 compounds, 1.3% hits; P06746; Potency, µM (doses to about 114 µM), for the others: at the top dose activity change, negative = inhibition, hits mostly inhibitors; note: potency is the fitted concentration of half-maximal effect; % is set by controls: 0 for no effect and ±100 for the full control effect
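Preincubation: enzyme (10 nM) with compound, 15 min, RT. Reaction: substrate added to 50 nM final. Reads: 0 and 10 min. Analysis: normalized, Hill fit.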
ERG-DNA inh = inhibitors of human ERG Ets domain-DNA interaction. P11308. fluorescence polarization, His-ERG Ets domain / labelled DNA. Potency, µM (top dose mostly 76.9 µM), for the others: at the top dose FP activity, negative = inhibition, actives largely listed as inhibitors. 370,000 compounds, 0.028% hits; active = well fitted inhibition curve with a large enough effect in the polarisation, with a control signal flat; inconclusive = small, poorly fitted or top-dose-only effect, or effect the other way, or a change in a side signal; inactive = no such curve, though single readings can be large or run the other way; the % refers to the polarisation;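 note: polarization taken with two DNA probes labelled with fluorescein and Texas red; potency is the fitted concentration of half-maximal effect; % of control where 0% means no effect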
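His-tagged ERG Ets domain (1 uM in the protein solution; 300mM KCl, 50mM Tris-HCl, 1mM EDTA, 1mM DTT, pH 7.5) received compound, then a probe mix of 5 nM fluorescein-DNA and 100nM Texas-615-DNA. Fluorescence polarization was read for both dyes.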
BLM helicase inh = Bloom syndrome helicase (human) inhibition | P54132 | recombinant BLM DNA unwinding, fluorescence dequenching | Potency, µM (highest dose often 56.1 µM), for inactives: at the top dose activity change, negative = inhibition, most hits filed as inhibitors | 350,000 compounds, 0.2% hits | AID 2528;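 note: potency is the fitted concentration of half-maximal effect; plate controls were vehicle for no effect and no enzyme for full effect; nearly all actives have a fitted effect of over 35% in size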
Anesthetic bind = binds horse apoferritin like a general anesthetic | apoferritin/1-aminoanthracene competitive binding, fluorescence | Potency, µM (titrated, usually from 77.5 µM), without a hit: at the highest dose activity change, negative = displacement, most hits filed as inhibitors | 350,000 compounds, 0.074% hits | AID 485281; note: potency is the fitted concentration of half-maximal effect; % is set by controls: 0 for no effect and ±100 for the full control effect; nearly all actives have a fitted effect of over 20% in size
Target sequence (P02791 2-175 limits assumed): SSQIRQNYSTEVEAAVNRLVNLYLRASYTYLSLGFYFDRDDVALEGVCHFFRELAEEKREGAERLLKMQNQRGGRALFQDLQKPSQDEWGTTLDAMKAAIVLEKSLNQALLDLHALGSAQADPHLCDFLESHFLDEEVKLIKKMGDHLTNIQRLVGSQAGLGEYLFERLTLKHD
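In PBS, apoferritin at 10 uM is loaded with 1-AMA from a 50% saturated solution. After 10 min of compound exposure at ambient temperature, reduced 535 nm fluorescence indicates probe displacement.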
* marks the source's active call; other numbers are inactive results; i = inactive; ? = inconclusive; nt = no result given; [ ] = another dose, or the depositor's remark. Unless noted, calls come from the whole dose curve; as a rule, active = well fitted curve in the direction sought with a large enough effect; inconclusive = small, poorly fitted or top-dose-only effect, or another doubt; inactive = no such curve, though single readings can be large; an effect the other way counts as inactive or inconclusive. Some of the compounds tested; the hit share may differ from the screen's.

compound,Anesthetic bind,12-LOX inh,Pol kappa inh,ERG-DNA inh,APE1 inh,BLM helicase inh,Pol iota inh,POLB inh,TRHR ag
COc1ccccc1CNC(=O)C1CC2Cn3c(nc4cc(C)c(C)cc43)C2N1C (configuration not stated),nt,-10%,-8%,15%,5%,nt,?,nt,-0.7
CCOc1ccc(-n2cc(-c3ccccc3)c3c(Nc4cccc(F)c4)ncnc32)cc1,-12%,-12%,-3%[60.1 µM],-5%,nt,0%,2%,26%,0.5
COC(=O)c1c(NC(=O)COC(=O)CCc2ccc(S(=O)(=O)N3CCOCC3)cc2)sc2c1CCC2,-10%,2%,-6%,-7%,3%,-3%,-7%,?,-0.7
Cc1cc(C)n2nc(SC3CCCCN(C(=O)c4ccc(F)cc4)C3=O)nc2n1 (configuration not stated),-13%,0%[57.4 µM],3%,1%,-1%,1%,-1%,10%,-1.3
COc1cc(OC)c(S(=O)(=O)N2CCOCC2)cc1S(=O)(=O)N1CCOCC1,-4%,7%,-9%,14%,11%,-7%,-8%,2%,0.6
CCCN1C(=O)/C(=C/c2nc3ccccc3c(=O)[nH]2)c2cc(C)ccc21,0%,-12%,-6%,19%,-3%,-3%,?,-28%,0.2
CCOc1ccc(NS(=O)(=O)c2ccc(C(=O)N(C)CCc3ccc(OC)c(OC)c3)cc2)cc1,-16%,1%,-12%,-12%,0%,-1%,25%,12%,0.6
CC(=O)Nc1ccc(SC(C)C(=O)NC2CCCC2)cc1 (configuration not stated),5%,10%,-5%,7%,-3%,-3%,126%[activator],44%,0.2
CCOc1ccc(-c2cccc(NC(=O)COc3ccc(Cl)cc3)c2)nn1,0%,nt,-7%,5%,19%,-5%,?,-1%,-0.1
N=c1n(CCO)c2ccccc2n1Cc1ccccc1F,-1%,?,-18%,3%,nt,1%,3%,15%,1.1
Cc1nn(Cc2ccccc2)c(C)c1NC(=O)c1cc(-c2ccc3c(c2)OCO3)on1,-16%,-5%,1%,-16%,7%,-7%,-10%[58.9 µM],21%,-0.3
Cc1cccc(NC(=O)NCC(c2ccco2)N2CCCCC2)c1 (configuration not stated),-10%,30%[activator],2%,-6%,-5%,-4%,19%,-3%,-0.2
CCOC(=O)c1cnn(-c2cc(Oc3cccc(C)c3)ncn2)c1N,-5%,5%,6%,1%,-3%,-1%,-5%,3%,0.8
Cc1cccc(C)c1OCC(=O)Nn1c(C)nc2ccccc2c1=O,-12%,?,-17%,-1%,-4%,1%,-2%,-6%,0.1
COc1ccc2[nH]c3c(c2c1)CCN1C(=O)C(CC(=O)NCCN2CCOCC2)C[C@H](C(=O)N2CCOCC2)[C@@]31CCC1CCCC1 (some centres not stated),nt,-9%,-8%,0%,-8%,nt,-8%,nt,nt

Further compounds.
compound,Anesthetic bind,12-LOX inh,Pol kappa inh,ERG-DNA inh,APE1 inh,BLM helicase inh,Pol iota inh,POLB inh,TRHR ag
COC(=O)c1cc(CNC(=O)C2CC(=O)N(c3ccc4c(c3)OCCO4)C2)ccc1OC (configuration not stated),nt,228%[activator],-13%,-14%,15%,nt,27%,nt,nt
Cc1oncc1C(=O)N1CCCC(CO)(Cc2ccc(F)cc2F)C1 (configuration not stated),-4%,6%,1%,1%,-4%,-2%,48%[activator],22%,0.2
CC(=O)Nc1ccc(Oc2cnc3ccccc3n2)cc1,?,-24%,3%,-1%,-1%,-4%,21%,9%,0.2
N#CC1=C(N)Oc2n[nH]c(-c3cccnc3)c2C1c1cc(F)ccc1F (configuration not stated),-8%,-14%,0%,16%,-5%,-13%,38%[activator],7%,0.0
CCOC(=O)C1CCCN(C(=O)CSc2ccc(Br)cc2)C1 (configuration not stated),-11%,nt,-10%,4%,1%,-2%,19%,-1%,0.4
CCOc1ccc(CCNC(=O)CCn2nc(C)c3c(C)n(-c4ccccc4)nc3c2=O)cc1,-20%,2%,-1%,-2%,2%,2%,31%[activator],5%,-0.4
Cc1ccc(C(=O)Cn2cc([N+](=O)[O-])nc2C)cc1,0%,35%[activator],0%,7%,14%,-7%,120%[activator],24%,-0.1
CCNc1nc(NCC)nc(SCC(C)=O)n1,-6%,17%,2%,18%,15%,-1%,74%[activator],12%,1.2
O=C(Nc1ccc(N2CCN(C(=O)c3ccccc3)CC2)cc1)c1cccs1,-13%,14%,-1%,-25%,46%[activator],-2%,-12%,15%,-0.6
O=C(COC(=O)c1cc([N+](=O)[O-])ccc1N1CCOCC1)Nc1cccc(F)c1,-17%,?,-4%,15%,-14%,1%,3%,5%,0.0
Cc1ccc(C(=O)Nc2ccc3c(c2)OCCO3)c(Cl)c1,-8%,-2%,-11%,-2%,9%,-2%,-4%,11%,0.3
CC(C)CCNC(=O)C1CCCN(S(=O)(=O)c2ccc(F)cc2)C1 (configuration not stated),-12%,i,-8%,4%,-1%,0%,-2%,0%,-1.2
O=[N+]([O-])c1ccc(C(c2sc3nc(-c4ccco4)nn3c2O)N2CCN(Cc3ccccc3)CC2)cc1 (configuration not stated),-20%,-11%,-3%[60.1 µM],-3%,nt,3%,22%,16%,-0.1
O=C(C1=C[C@@H](c2coc3ccccc3c2=O)C[C@@H](OCc2ccc(CO)cc2)O1)N1CCN(Cc2ccc3c(c2)OCO3)CC1,-10%,0%,2%,4%,-3%,-5%,25%,3%,-0.4
Cc1cc(S(=O)(=O)Nc2ccc3ccccc3c2)c(C)s1,?,-17%,-20%,-1%,-6%,-12%,-8%,13%,-0.4

Continuation:
compound,Anesthetic bind,12-LOX inh,Pol kappa inh,ERG-DNA inh,APE1 inh,BLM helicase inh,Pol iota inh,POLB inh,TRHR ag
COc1ccc(CNCc2cc(Cl)ccc2O)cc1,nt,-26%,-2%,14%,4%,nt,?,nt,0.8
O=C(CSc1nnc(-c2ccccn2)n1Cc1ccccc1)Nc1ccc2c(c1)OCO2,-10%,-13%,4%,10%,-6%,-5%,7%,17%,-1.6
O=C(Nc1ccccc1C(=O)N1CCN(c2ccccc2)CC1)c1ccco1,-11%,-27%,-3%,0%,5%,0%,20%,12%,-0.1
Cc1ccc(C(OCC(O)CN2CCCCC2)c2ccccc2)cc1 (configuration not stated),4%,-21%,4%,19%,8%,-1%,-9%,45%,1.3
COc1ccccc1-c1ccc(=O)n(CC(=O)NCc2cccs2)n1,?,-6%,2%,1%,-14%,-4%,-29%,7%,-0.3
COc1ccc(NS(=O)(=O)c2ccc3oc(SCC(N)=O)nc3c2)cc1,-12%,?,-3%,-2%,20%,0%,63%[activator],13%,0.5
Cc1cc2nc(-c3ccc(SCc4ccccn4)nc3)[nH]c2cc1C,115%[activator],?,-6%,19%,-5%,-7%,45µM*,?,-0.9
CCn1cc([N+](=O)[O-])c(C(=O)N2CCN(C(=O)c3ccco3)CC2)n1,9%,11%,-9%,7%,1%,4%,1%,-1%,-0.1
Cc1c(OC(C)C(=O)NCCCN2CCOCC2)ccc2c1oc(=O)c1ccccc12 (configuration not stated),6%,0%,-6%,-9%,50%,5%,12%,8%,0.0
CCCn1c(=O)c2sccc2n2c(CCCC(=O)Nc3cccc(CC)c3)nnc12,-2%,0%,-10%,2%,nt,4%,27%,14%,0.3
CC(C)C1Cc2ccccc2-c2[nH]c(=S)[nH]c(=O)c21 (configuration not stated),nt,?,1%,9%,nt,nt,52%[activator],nt,nt
CNC(=S)N(CCc1c(C)[nH]c2ccc(C)cc12)Cc1cccs1,3%,?,-3%,5%,-4%,-12%,16%,-1%,-0.1
O=C1CC(C(=O)Nc2cc(Cl)ccc2Cl)n2ncnc2N1 (configuration not stated),1%,19%,5%,5%,-1%,-1%,2%,1%,-0.9
COc1ccc(CNC[C@H]2O[C@@H](n3ccc(=O)[nH]c3=O)[C@H](O)[C@@H]2O)cc1OC,nt,-4%,-5%,3%,nt,nt,?,nt,nt
Cc1ccc(C(=O)N2CC=C(c3ccccc3)CC2)o1,nt,-9%,0%,1%,-14%,nt,9%,nt,0.1
COC(=O)c1ccc(Nc2ncnc3c2cnn3-c2ccccc2)cc1,1%,-1%,0%[60.1 µM],5%,nt,-1%,-23%,2%,0.3
CCCCC(C(=O)NC(C)(C)C)N(Cc1ccccc1)C(=O)c1snc(C(N)=O)c1N (configuration not stated),?,-27%,-4%,-7%,-20%,-11%,9%,4%,-0.4
O=S(=O)(c1ccccc1)N1CCN(Cc2cccc(Cl)c2)CC1,-1%,-16%,-19%,4%,-4%,-3%,27%,1%,-0.1

3 entries picked at random from those above, as already listed:
compound,Anesthetic bind,12-LOX inh,Pol kappa inh,ERG-DNA inh,APE1 inh,BLM helicase inh,Pol iota inh,POLB inh,TRHR ag
Cc1c(OC(C)C(=O)NCCCN2CCOCC2)ccc2c1oc(=O)c1ccccc12 (configuration not stated),6%,0%,-6%,-9%,50%,5%,12%,8%,0.0
CCn1cc([N+](=O)[O-])c(C(=O)N2CCN(C(=O)c3ccco3)CC2)n1,9%,11%,-9%,7%,1%,4%,1%,-1%,-0.1
CC(C)C1Cc2ccccc2-c2[nH]c(=S)[nH]c(=O)c21 (configuration not stated),nt,?,1%,9%,nt,nt,52%[activator],nt,nt
